Screens deposited in PubChem BioAssay by National Center for Advancing Translational Sciences (NCATS).
ERG-DNA inh – inhibitors of human ERG Ets domain-DNA interaction. P11308. fluorescence polarization, His-ERG Ets domain / labelled DNA. Potency, µM (highest dose often 76.9 µM), without a hit: at the top dose FP activity, negative = inhibition, usual class: inhibitors. hit rate 0.028% among 370,000. AID 624246; active = well fitted inhibition curve with a large enough effect in the polarisation, with a control signal flat; inconclusive = small, poorly fitted or top-dose-only effect, or effect the other way, or a change in a side signal; inactive = no such curve, though single readings can be large or run the other way; the % refers to the polarisation;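 also: polarization taken with two DNA probes labelled with fluorescein and Texas red; % of control where 0% means no effect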
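His-tagged ERG Ets domain (1 uM in the protein solution; 300mM KCl, 50mM Tris-HCl, 1mM EDTA, 1mM DTT, pH 7.5) received compound, then a probe mix of 5 nM fluorescein-DNA and 100nM Texas-615-DNA. Fluorescence polarization was read for both dyes.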
GLS inh – glutaminase GLS (human) inhibition; O94925; GLS enzymatic activity, qHTS titration; Potency, µM (top dose mostly 45.5 µM), inactives show at the top dose activity change, negative = inhibition, usual class: inhibitors; hit rate 0.21% among 410,000; AID 624170; also: % is scaled to controls: 0 for no effect and ±100 for the full control effect
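Enzyme dispensed in phosphate buffer (45 mM, pH 8.2, 0.02% Tween-20), compounds pinned in, then 1 mM L-glutamine solution and the glutamate oxidase–HRP–Amplex Red mix added; fluorescence read immediately and again after 30 min at room temperature.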
HP1b binding inh – blocks HP1-beta chromodomain binding to methylated histone tails; AlphaScreen HP1-beta / biotin-H3K9me3 peptide binding; P83916; Potency, µM (doses to about 114 µM), for inactives: top-dose activity change, negative = inhibition, most hits filed as inhibitors; hit rate 0.56% among 390,000; also: nearly all actives have a fitted effect of over 70% in size; inactives centre near 23
Target sequence (P83916 whole entry, looked up): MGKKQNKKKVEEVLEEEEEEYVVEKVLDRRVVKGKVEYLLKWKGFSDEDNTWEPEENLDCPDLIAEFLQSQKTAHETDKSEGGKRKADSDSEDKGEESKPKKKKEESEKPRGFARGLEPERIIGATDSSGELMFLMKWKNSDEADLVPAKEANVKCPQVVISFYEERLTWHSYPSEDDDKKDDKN
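Compound inhibition of the preformed complex between 50 nM HP1-beta and 50 nM biotinylated H3K9me3 peptide was read by AlphaScreen. Buffer was PBS pH 7.4 with 0.01% Tween-20. Incubations ran 30 min at room temperature, with 10 ug/mL donor/acceptor beads.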
RGS4 inh – blocks human RGS4-accelerated GTP hydrolysis; AID 504845; Potency, µM (doses to about 114 µM), without a hit: at the top dose activity change, negative = inhibition, hits mostly inhibitors; hit rate 0.039% among 390,000; Transcreener GDP fluorescence polarization, RGS4-accelerated GTP hydrolysis; also: % is scaled to controls: 0 for no effect and ±100 for the full control effect; nearly all actives have a fitted effect of over 75% in size; some results filed as inactive show a strong effect at the top dose
Target sequence (P49798 whole entry, looked up): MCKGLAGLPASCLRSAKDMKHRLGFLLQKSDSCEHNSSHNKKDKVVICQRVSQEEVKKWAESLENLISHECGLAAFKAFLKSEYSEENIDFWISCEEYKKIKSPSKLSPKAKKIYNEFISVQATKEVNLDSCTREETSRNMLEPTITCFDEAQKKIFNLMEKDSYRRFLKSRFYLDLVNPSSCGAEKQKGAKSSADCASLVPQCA
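MLSMR compounds (23 nl, pin-transferred) preincubated 10 min at room temperature with a 500nM (2x) first reagent, then RGS4 at 900nM (2x) plus Transcreener GDP mix added; fluorescence polarization (620/688 nm) read before and after 90 min at 30 °C.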
12-LOX inh – ALOX12 (human) lipoxygenase inhibition; purified 12hLO, xylenol orange hydroperoxide absorbance; Potency, µM (highest dose often 108 µM), without a hit: top-dose activity change, negative = inhibition, actives largely listed as inhibitors; P18054; hit rate 1.1% among 580,000; also: % is scaled to controls: 0 for no effect and ±100 for the full control effect
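Purified human 12hLO (150 nM final) in 25 mM Hepes, 0.01% Triton X-100, pH 7.0 was preincubated 15 min at room temperature with compound. Then 40 uM arachidonic acid was added, 30 min. Hydroperoxide was read by Fe-XO absorbance ratio 573/405 nm.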
Tb PGK inh – T. brucei PGK inhibition | P07378 | PGK/GAPDH coupled, Kinase-Glo luminescence, 60 min | AID 602233 | hit rate 0.043% among 380,000 | Potency, µM (series often up to 57.5 µM), for inactives: at the highest dose activity change, negative = inhibition, usual class: inhibitors; also: % is scaled to controls: 0 for no effect and ±100 for the full control effect; nearly all actives have a fitted effect of over 60% in size
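Recombinant glycosomal PGK reaction used 1,3-bisphosphoglycerate generated in-well by GAPDH (100nM final) in 100mM TEA pH 7.6, 5mM MgCl2, 0.01% Tween-20. After 60 minutes at room temperature, ATP was read by Kinase-Glo Plus luminescence end-point.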
JMJD2A Tudor – blocks the human JMJD2A Tudor domain; O75164; AlphaScreen JMJD2A-Tudor / H3K4me3 peptide binding; Potency, µM (titrated, usually from 114 µM), without a hit: at the top dose activity change, negative = inhibition, most hits filed as inhibitors; hit rate 4.4% among 390,000; also: % is scaled to controls: 0 for no effect and ±100 for the full control effect; nearly all actives have a fitted effect of over 50% in size
Pin1 inhibitor – human Pin1 inhibition; Q13526; Pin1 FP peptide displacement, HiFluor488, 10 min; Potency, µM (series often up to 115 µM), for the others: at the top dose activity, negative = inhibition, usual class: inhibitors; hit rate 0.009% among 390,000; AID 504891; active = well fitted inhibition curve with a large enough effect in the polarisation, with a control signal flat, not every such curve was filed as active; inconclusive = small, poorly fitted or top-dose-only effect, or effect the other way, or a change in a side signal; inactive = no such curve, though single readings can be large or run the other way; the % refers to the polarisation; also: % is scaled to controls: 0 for no effect and ±100 for the full control effect
Target sequence (Q13526 whole entry, looked up): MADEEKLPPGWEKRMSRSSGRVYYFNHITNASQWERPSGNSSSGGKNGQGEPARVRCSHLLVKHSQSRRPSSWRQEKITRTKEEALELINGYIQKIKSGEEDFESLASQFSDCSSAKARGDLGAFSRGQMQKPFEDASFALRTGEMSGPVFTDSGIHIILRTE
rTrxR1 inhibitor – blocks rat thioredoxin reductase 1; O89049; recombinant rTrxR1, NADPH fluorescence consumption, selenite substrate; Potency, µM (doses to about 114 µM), inactives show top-dose activity change, negative = inhibition, usual class: inhibitors; hit rate 1% among 390,000; AID 588453; also: % is scaled to controls: 0 for no effect and ±100 for the full control effect; nearly all actives have a fitted effect of over 65% in size
Target sequence (O89049 whole entry, looked up): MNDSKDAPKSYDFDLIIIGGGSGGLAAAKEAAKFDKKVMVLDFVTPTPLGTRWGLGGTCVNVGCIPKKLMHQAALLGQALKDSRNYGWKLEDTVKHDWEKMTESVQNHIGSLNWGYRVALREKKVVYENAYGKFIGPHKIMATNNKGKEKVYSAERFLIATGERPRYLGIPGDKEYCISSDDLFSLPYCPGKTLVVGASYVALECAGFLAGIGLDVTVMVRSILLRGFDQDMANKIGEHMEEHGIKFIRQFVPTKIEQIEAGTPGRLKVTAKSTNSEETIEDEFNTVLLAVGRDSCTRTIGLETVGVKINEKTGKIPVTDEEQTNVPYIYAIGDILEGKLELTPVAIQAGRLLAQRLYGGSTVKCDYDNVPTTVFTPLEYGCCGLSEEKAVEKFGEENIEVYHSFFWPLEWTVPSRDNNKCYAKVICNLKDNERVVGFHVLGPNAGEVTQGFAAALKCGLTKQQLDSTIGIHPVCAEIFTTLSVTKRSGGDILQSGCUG
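Rat TrxR1 (90 nM in the dispensed reagent) was pre-reduced with 400 uM NADPH for 5 min at room temperature, then incubated with compound for 15 min. After 400 uM selenite was added, NADPH fluorescence (Ex 340/Em 450 nm) was followed for 8 min.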
Numbers without * were called inactive; i = inactive; u = inconclusive; x = no result given; & = joins results of further samples; [ ] = remark or other dose. Unless noted, calls follow the shape of the dose curve; as a rule, active = well fitted curve in the direction sought with a large enough effect; inconclusive = small, poorly fitted or top-dose-only effect, or another doubt; inactive = no such curve, though single readings can be large; an effect the other way counts as inactive or inconclusive. Potency is read from the fitted curve at half-maximal effect. An excerpt; rates above refer to the full screens.

ERG-DNA inh	GLS inh	HP1b binding inh	RGS4 inh	12-LOX inh	Tb PGK inh	JMJD2A Tudor	Pin1 inhibitor	rTrxR1 inhibitor	structure
-0.1%	6.0%	13.0%	-3.5%	31.7%&33.2%	-2.9%	-23.1%	11.2%	-43.9%	COc1ccccc1CNC(=O)CS(=O)Cc1nc(-c2ccccc2C)oc1C (stereo not given)
1.3%	-2.7%	46.7%[activator]	5.6%[11.4 µM]	-0.3%	-7.0%	-2.2%[11.4 µM]	-2.3%	8.5%	Nc1ccc(C(=O)OCC(=O)NC2CCS(=O)(=O)C2)cc1[N+](=O)[O-] (stereo not given)
-21.2%	-2.1%	10.9%[57 µM]	-10.1%	0.2%	-7.5%	-14.5%	-4.8%	0.8%	O=C(CNC(=O)c1cccs1)N=Nc1c(O)[nH]c2ccc([N+](=O)[O-])cc12
-1.8%	-2.3%	36.9%	-3.1%	-5.8%	-0.5%	17.1%	3.1%	19.6%	Cc1ccccc1OCC(=O)OCC(=O)c1ccc(OC(=O)c2ccccc2)cc1
5.5%	-9.0%	31.1%	1.1%	99.5%[activator]	-6.9%	0.0%	5.4%	18.7%[57.1 µM]	Cc1cccc(OCc2nnc(SCc3nc4ccccc4c(=O)[nH]3)o2)c1
-1.5%	0.0%	u	-53.5%	-22.3%	-0.6%	u	-11.1%	-9.6%[57.1 µM]	Cc1ccc(-n2nc(C)c(Sc3ccccc3[N+](=O)[O-])c2N)cc1
6.7%	0.3%	15.5%	8.6%	406.8%[activator]	-11.5%	-12.1%	-4.3%	18.6%	COc1ccc(C(=O)CSc2nccn2C)c(OC)c1
x	8.3%	33.9%	7.9%	13.5%&22.8%	x	-14.0%	-11.8%	-13.0%[57.1 µM]	CS(=O)(=O)N1CCC(C(=O)Nc2ccc(Oc3ccccc3)cc2)CC1
6.9%	-14.2%	32.0%	-14.6%	1.0%	-6.2%	-4.9%	-5.2%	8.4%	Cc1cc(NC(=O)c2ccc3c(c2)C(=O)N(C(C)(C)C)C3=O)no1
x	11.0%	11.2%	-7.3%	-29.3%	-5.3%	-3.6%	u	-6.3%	CC(=O)Nc1ccc(NC(=O)C(C)OC(=O)/C(C#N)=C/c2ccc(N(C)C)cc2)cc1 (stereo not given)
0.9%	0.8%	16.0%	16.0%	-3.1%	-2.0%	-13.9%	22.6%	24.9%	Cc1cccc(CNC(=O)c2ccc(Cn3c(=O)c4cccn4c4cccnc43)cc2)c1
0.8%	u	u	u	-4.7%	-4.9%	35.5µM*	1.5%	-3.3%[57.1 µM]	Cc1ccc(-n2c(C)cc(/C=C3\NC(=O)NC3=O)c2C)c(C)c1
1.5%	16.2%	31.4%[activator]	-12.9%	0.0%	-7.3%	-2.3%[57.1 µM]	4.9%	-17.9%	COC(=O)C1=C(C)N(C2CCCCC2)C(=O)C1
4.4%	-9.1%	24.1%	10.6%	6.1%	-6.7%	-8.3%	1.8%	19.1%[57.1 µM]	COc1ccc(C(=O)Nc2ccc3[nH]ncc3c2)cc1OC
1.1%	-4.6%	48.4%[activator]	-13.4%	-1.3%	-5.0%	1.4%	-1.4%	4.4%	COc1ccc(-c2cc(C(=O)Nc3sc4c(c3C(N)=O)CCC(C)C4)no2)cc1 (stereo not given)
-8.5%	14.8%	6.0%	17.5%	u	-1.4%	-6.8%	5.9%	-23.4%	CCCCn1c(N)c(N(CCOC)C(=O)c2oc3ccc(Br)cc3c2C)c(=O)[nH]c1=O
4.2%	1.0%	u	22.0%	0.0%	4.8%	0.794µM*	-1.1%	-8.3%[57.1 µM]	CC(C)c1ccc(OCCCCN2CCCCC2)cc1
0.6%	-6.0%	43.1%[activator]	-10.3%	0.0%	7.5%	0.0%	-6.0%	22.9%	Cc1ccc(CSc2nc3ccc(NC(=O)COc4ccc(F)cc4)cc3s2)cc1
9.2%	3.5%	7.6%	18.2%	367.8%[activator]	-6.9%	-19.2%	u	-6.7%	COc1cc(C2C3=C(CCCC3=O)OC3=C2C(=O)CCC3)ccc1OCC(=O)Nc1ccccc1
3.2%	0.9%	37.4%	-0.2%	u	-1.7%	-3.5%	-9.4%	11.7%[11.4 µM]	CC1CN(C(C)C)C(=S)NC1=O (stereo not given)
4.6%	8.7%	-50.1%	30.0%	-23.6%	-3.6%	20.9%	4.2%	-3.5%	Fc1cccc(COc2ccccc2CNc2ccccc2)c1
-1.2%	7.4%	8.0%	11.2%	-2.2%	-5.6%	-23.0%	-3.9%	9.1%	O=C(CCNC(=O)c1ccc([N+](=O)[O-])cc1)NCC1COc2ccccc2O1 (stereo not given)
u	-0.4%	28.8%	-47.6%	-16.9%	i	-10.1%	3.4%	2.7%	Cc1noc(C)c1C(=O)Nc1sc2c(c1C(N)=O)CCCCC2
-2.9%	-3.1%	20.9%	-3.4%	-1.6%	-0.5%	-22.4%	-1.2%	11.2%	COc1ccc(C(=O)Nc2cc(C)nn2-c2cccc(F)c2)cc1OC
-1.8%	1.3%	44.6%[activator]	-12.3%	0.0%	-0.4%	-31.1%	12.6%	-36.9%	O=C(CSc1ncnc2sc3c(c12)CCCC3)c1ccco1
-13.9%	-1.7%	16.6%	19.6%	0.0%	-8.2%	-17.2%	-3.6%	4.8%	COc1cccc(NC(=O)[C@H](Cc2ccccc2)NC(=O)[C@@H]2Cc3ccccc3CN2)c1
1.5%	-7.0%	31.8%	-4.8%	-7.1%	-8.5%	-4.6%	-0.2%	20.3%	O=C(NCC(c1cccnc1)N1CCOCC1)C(=O)Nc1cccc(Cl)c1 (stereo not given)
-0.7%	0.1%	9.4%	6.7%	u	5.4%	-11.3%	13.8%	0.9%	CCOCN(C(=O)Cn1c(CO)nc2ccccc21)c1c(C)cccc1CC
-15.4%	-1.4%	26.3%	2.8%	-22.1%	-3.7%	-6.1%	u	21.9%	CCOC(=O)c1ccc(NC(=O)Cn2c(=O)n(-c3ccc(C)cc3)c(=O)c3c2cnn3C)cc1
1.0%	-5.4%	-6.7%	-5.8%	-18.8%	i	u	40.8%[activator]	13.2%	CC1=CC2=NC(=O)/C(=C\c3cccn3CCOc3ccccc3)C(=N)N2O1
-0.1%	-1.6%	39.0%	-23.8%	150.4%[activator]	i	-10.4%	0.5%	32.0%	Cn1c(SCc2ccc(F)cc2)nnc1-c1cnccn1
6.3%	-8.0%	39.2%[activator]	-20.1%	34.3%[activator]	i	-25.9%	1.8%	25.5%[11.4 µM]	COc1ccc(CC(=O)NCc2cn3ccsc3n2)cc1
-7.8%	-5.0%	48.4%[activator]	-12.1%	-1.0%	-2.7%	-16.3%	3.2%	21.8%	Cc1cccc(NC(=O)c2cnc3sccn3c2=O)c1
10.8%	11.9%	39.8%[activator]	-15.6%	-10.0%	-7.7%	-4.2%	4.4%	-16.4%	COc1cc(NC(=S)N2CCCCC2C)cc(OC)c1OC (stereo not given)
6.9%	-0.7%	37.7%	-2.5%	14.2%	-4.1%	-9.6%	u	14.0%[57.1 µM]	CCCn1c(SCC(=O)N2CCc3ccccc32)n[nH]c1=O
0.3%	-3.1%	34.8%	6.0%	0.0%	6.3%	5.9%	0.5%	17.9%	COc1cccc(CNC(=O)CC(c2ccc(C)cc2)N2Cc3ccccc3C2=O)c1 (stereo not given)
2.8%	-15.0%	13.3%[57 µM]	-6.1%	1.7%	-2.2%	-8.9%	-3.0%	8.2%	CC(=O)Nc1ccc(N(C(=O)Cc2cccs2)C(C(=O)NC2CCCC2)c2ccncc2)cc1 (stereo not given)
-15.8%	-14.3%	0.0%	24.7%	0.0%	-1.0%	-4.9%	-0.2%	26.7%[57.1 µM]	CCCC(=O)Nc1ccccc1NC(=O)c1ccc(OCC)c(OCC)c1
4.4%	-0.6%	29.6%	0.3%	u	7.9%	-2.1%	-0.3%	6.8%	CCOC(=O)CN1C(=O)N[C@@H](c2ccccc2)[C@@H](C(=O)OC)[C@H]1C

Record cards, as listed above.
CC(=O)Nc1ccc(N(C(=O)Cc2cccs2)C(C(=O)NC2CCCC2)c2ccncc2)cc1 (stereo not given) as listed: ERG-DNA inh: 2.8%; GLS inh: -15.0%; HP1b binding inh: 13.3%[57 µM]; RGS4 inh: -6.1%; 12-LOX inh: 1.7%; Tb PGK inh: -2.2%; JMJD2A Tudor: -8.9%; Pin1 inhibitor: -3.0%; rTrxR1 inhibitor: 8.2%
Cc1cccc(NC(=O)c2cnc3sccn3c2=O)c1 as listed: ERG-DNA inh: -7.8%; GLS inh: -5.0%; HP1b binding inh: 48.4%[activator]; RGS4 inh: -12.1%; 12-LOX inh: -1.0%; Tb PGK inh: -2.7%; JMJD2A Tudor: -16.3%; Pin1 inhibitor: 3.2%; rTrxR1 inhibitor: 21.8%
COc1cc(NC(=S)N2CCCCC2C)cc(OC)c1OC (stereo not given) as listed: ERG-DNA inh: 10.8%; GLS inh: 11.9%; HP1b binding inh: 39.8%[activator]; RGS4 inh: -15.6%; 12-LOX inh: -10.0%; Tb PGK inh: -7.7%; JMJD2A Tudor: -4.2%; Pin1 inhibitor: 4.4%; rTrxR1 inhibitor: -16.4%
